KKLEB cytotox: counter-screen for CF NF-kB inhibitors: cytotoxicity; KKLEB CF airway cells viability, ATPlite luminescence, overnight; stronger effect = lower value; cells stimulated with P. aeruginosa culture filtrate; activity change (cytotoxicity), % at 5 µM; 0.36% of 360,000 active;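 active means corrected activity change at or below -50% at 5 µM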
NR2E3 ag-1: agonists of human nuclear receptor NR2E3; Q9Y5X4; GST-NR2E3/biotin-RetCOR TR-FRET, 1536-well; inhibition of corepressor binding, % at 4.78 µM; 0.12% of 320,000 active; AID 2300;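 active means percent inhibition above the cutoff of mean plus 3 SD of all tested compounds, set per screening campaign, cut at about 20% in these data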;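 further: 0% = DMSO wells and 100% = biotin wells as full block of FRET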
Target sequence (Q9Y5X4 whole entry, looked up): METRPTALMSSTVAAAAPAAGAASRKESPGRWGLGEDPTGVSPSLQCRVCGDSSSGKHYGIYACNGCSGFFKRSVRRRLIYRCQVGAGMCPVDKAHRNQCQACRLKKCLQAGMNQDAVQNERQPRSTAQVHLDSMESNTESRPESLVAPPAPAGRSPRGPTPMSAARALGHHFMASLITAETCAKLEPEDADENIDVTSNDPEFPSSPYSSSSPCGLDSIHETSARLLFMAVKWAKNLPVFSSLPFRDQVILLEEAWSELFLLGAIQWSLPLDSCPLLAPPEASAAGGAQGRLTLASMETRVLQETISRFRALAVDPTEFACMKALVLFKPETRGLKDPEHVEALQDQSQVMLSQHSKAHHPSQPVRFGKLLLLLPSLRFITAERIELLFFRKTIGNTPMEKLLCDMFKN
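System: GST-NR2E3 and biotin-RetCOR proteins; probe or stimulus: 7 nM biotin-RetCOR; doses: compound at 4.8 µM, single dose; schedule: Compound–protein incubation for 5 h at 4 °C; detection: time-resolved FRET; read-out: percent inhibition; controls: biotin wells as high control, 0.6% DMSO wells as low control; format: 1536-well plates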
NR2E3 ag-2: human photoreceptor-specific nuclear receptor agonism. Q9Y5X4. CHO-S Gal4-NCOR/VP16-NR2E3 two-hybrid, luciferase. inhibition of corepressor binding, % at 3.98 µM. AID 602229. 0.35% of 360,000 active;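 active means inhibition above the mean of all tested compounds plus 3 SD, cut at about 70% in these data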;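 further: 0% = DMSO with NR2E3 transfected cells and 100% = cells lacking NR2E3 construct; higher means lower luciferase signal from less NR2E3 corepressor binding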
CF NFkB block: blocks PAF-induced NF-kB reporter in cystic fibrosis cells; KKLEB NF-kB-GFP reporter, GFP fluorescence overnight; inhibition, % at 5 µM; 0.86% of 360,000 active; AID 588850;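 active means at least 50% inhibition at 5 µM, scaled per plate between neutral and stimulator controls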;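 further: PAF is a Pseudomonas aeruginosa culture filtrate used as stimulus; plate controls were PAF-stimulated DMSO wells for no effect and unstimulated DMSO wells for full effect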
TWEAK Fn14 block: blocks TWEAK-Fn14 interaction in a reporter cell assay | TWEAK-stimulated Fn14 reporter cells, luciferase luminescence, 8 h | inhibition, % at 10 µM | 2% of 360,000 active; in the data active means inhibition above about 50%
Shn3 3UTR inh: inhibitors of Schnurri-3 3'UTR reporter in osteoblasts. inhibition, % at 12.5 µM. AID 588674. 0.52% of 360,000 active. Clone20 osteoblast Shn3 3'UTR firefly luciferase, 24 h;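 active means mean inhibition of at least 75% with every replicate also reaching 75%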;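 further: 0% = median of neutral control wells and 100% = pilot-screen positive control compound; some compounds past the cut are filed as inactive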
C8 TRAIL sens: caspase-8 TRAIL sensitization. AID 624354. inhibition (viability loss, TRAIL sensitization), % at 10 µM. NB7+C8 cells + TRAIL, ATPlite viability luminescence. 1% of 360,000 active;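 active means compounds causing at least 50% loss of cell viability in the single-dose screen, relative to plate controls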
HIF-2a block: HIF-2a inhibition. inhibition, % at 18.8 µM. 786-0 RCC cells HIF-2a reporter, luciferase luminescence, overnight. 0.72% of 360,000 active;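 active means inhibition of the luminescence signal of 40% or more relative to plate controls, in a single-dose primary screen at 18.75 µM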
TROY signal inh: inhibitors of TROY-dependent NF-kB signaling. inhibition, % at 10 µM. Q293 LMP1-TROYcd NF-kB luciferase reporter, 4 h. 0.98% of 360,000 active;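 active means compounds whose plate-normalised and pattern-corrected inhibition of the luciferase reporter signal at the single screening dose is 50% or more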
Peg3 promoter: Peg3 promoter activity inhibition; HeLa PEG-Prom luciferase reporter, luminescence, overnight; inhibition, % at 20 µM; 1.7% of 360,000 active; AID 588405;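 active means inhibition of at least 50% at 20 µM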
MITF TRPM1 inh: MITF TRPM1 promoter inhibition in SK-MEL-5 cells; AID 488899; SK-MEL-5 TRPM1 promoter luciferase, 24 h; 0.83% of 330,000 active; inhibition, % at 12.5 µM;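 active means mean inhibition across replicates of 60% or more, whatever share of single replicates reaches that level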; further: values of inactives mirror those of a sister screen read the other way
Starred values were filed as active, the others as inactive; nt = not tested or not shown.

SMILES	KKLEB cytotox	NR2E3 ag-1	NR2E3 ag-2	CF NFkB block	TWEAK Fn14 block	Shn3 3UTR inh	C8 TRAIL sens	HIF-2a block	TROY signal inh	Peg3 promoter	MITF TRPM1 inh
CC(=O)Nc1ccc(S(=O)(=O)Nc2nccc(C3Cc4ccccc4C(=O)O3)n2)cc1 (stereo not given)	2	7	9	11	-4	-2	-8	12	-16	5	0
COc1ccc(C2CC(c3cccs3)=Nc3ccccc3S2)cc1OC (stereo not given)	-12	0	-64	5	-14	-37	8	-203	-13	-85	-10
CCOc1ccccc1N1CCN(C(=O)c2cc(S(=O)(=O)N(C)C)ccc2N2CCCC2)CC1	2	3	-7	12	11	-12	3	8	-10	30	5
COC(=O)c1ccc(-n2ccnc2)cc1	-8	-3	-9	-8	-2	-16	-3	14	20	-3	-34
CCCNC(=O)C1(C)CCCN(C(=O)c2ccc3c(c2)CCO3)C1 (stereo not given)	-3	nt	-29	-24	4	-3	-9	9	4	7	nt
Cc1ccccc1-c1ccc(C=Nc2c(C)n(C)n(-c3ccccc3)c2=O)o1	7	1	1	-15	-3	-11	6	5	2	8	-12
Cc1csc(C(C#N)C(=O)c2ccncc2)n1 (stereo not given)	0	-2	-20	7	-5	-29	11	15	-14	14	-8
O=C(N/N=C/c1c(F)cccc1Cl)C(=O)N1CCCCCC1	-4	0	-5	-7	-5	5	1	-14	-4	0	2
COc1ccc(-c2cnc3c(c2)C(=O)N([C@H](C)CO)C[C@@H](C)[C@H](CN(C)Cc2ccccc2)O3)cc1	-7	nt	-9	5	-1	-9	-12	-3	-8	-42	nt
CCCCNC(=O)c1sc2ncnc(N3CCc4ccccc4C3)c2c1C	-5	-2	5	-3	-1	16	0	-3	2	23	-2
Cc1c(C(=O)N2CCCCC2CCN2CCCC2=O)oc2c(F)cccc12 (stereo not given)	-6	4	-2	2	17	2	-24	-5	-35	-1	0
Cc1nn(CCO)c2ncc(C(=O)c3cc(F)ccc3O)cc12	2	3	-42	8	35	4	-20	16	4	24	-5
CN(C)C(=O)c1ccc(NC(=O)COc2ccc([N+](=O)[O-])cc2)cc1	18	3	12	0	2	-6	-2	5	-3	18	-11
COc1cccc(CC(CC(=O)O)C(=O)Nc2cc(C)ccc2C)c1 (stereo not given)	2	-3	26	-1	-7	8	-17	15	5	4	-2
O=C(CN1CCCCC1)Nc1ccc(S(=O)(=O)NC2CCCCC2)cc1	-8	-2	13	4	-3	22	-13	-4	5	14	10

4 of the entries above in order of their number in NR2E3 ag-1, rising:
smiles	NR2E3 ag-1
O=C(N/N=C/c1c(F)cccc1Cl)C(=O)N1CCCCCC1	0
Cc1ccccc1-c1ccc(C=Nc2c(C)n(C)n(-c3ccccc3)c2=O)o1	1
Cc1nn(CCO)c2ncc(C(=O)c3cc(F)ccc3O)cc12	3
Cc1c(C(=O)N2CCCCC2CCN2CCCC2=O)oc2c(F)cccc12 (stereo not given)	4

(list continues)
SMILES	KKLEB cytotox	NR2E3 ag-1	NR2E3 ag-2	CF NFkB block	TWEAK Fn14 block	Shn3 3UTR inh	C8 TRAIL sens	HIF-2a block	TROY signal inh	Peg3 promoter	MITF TRPM1 inh
COc1ccc(C#Cc2c(C=O)n(C)c3ccccc23)cc1	0	1	6	21	7	-23	5	-11	-6	20	9
CCc1ccc2c(CN3CCN(S(=O)(=O)c4ccccc4F)CC3)cc(=O)oc2c1	-2	nt	4	-3	-24	10	18	-5	20	25	9
O=C(c1ccccc1)n1nc(-c2ccccc2)nc1NCc1ccco1	-10	0	-19	3	6	-21	-17	-124	-25	-35	-24
CCCCc1cc(=O)oc2c(C)c(OCC(=O)N3C[C@H]4C[C@@H](C3)c3cccc(=O)n3C4)ccc12	8	3	-34	-5	-50	9	-2	3	-3	-2	9
CC(=O)C1=C(c2ccc(Br)cc2)C(=O)c2ccccc2C1=O	-12	-1	103*	81*	103*	97*	27	30	57*	96*	84*
Cc1ccc(S(=O)(=O)n2nc(-c3ccco3)nc2SCc2ccccc2)cc1	1	-4	-92	-11	-3	-70	11	-140	13	-82	-49
CCn1c2ccc(CC(=O)O)cc2c2cc(CC(=O)O)ccc21	4	2	-9	-6	22	4	-5	9	-9	-186	-6
CNC(=O)COC(=O)c1cccnc1SC	4	1	-8	7	8	0	-10	5	-1	-10	-5
O=C(NC1CCCC1)C1CCN(C(=O)c2ccc(Cl)cc2)CC1	3	-1	-10	-7	22	5	-9	9	15	13	12
Cc1cccc(NC(=O)c2nc[nH]c2C(=O)NCc2ccccc2)c1	-22	4	-26	-33	4	16	-5	2	-1	11	-14
CC(=O)c1sc(NC(=O)c2c(F)cccc2F)nc1-c1ccccc1	-5	5	-19	11	0	-12	-4	-45	-41	-22	1
CCC(=O)N/C(N)=N/c1nc(C)c2cc(C)c(C)cc2n1	16	2	-3	-25	2	17	-7	0	-20	9	nt
O=C(Nc1nnc(SCc2ccc(F)cc2)s1)c1ccccn1	5	nt	65	-27	-16	77	37	-92	33	65*	1
c1ccc2c(c1)ccn2CCCN1CCCCC1	-6	nt	-6	0	-10	9	-2	-2	-11	-9	12
S=C(NCCN1CCOCC1)Nc1ccc(Br)cc1	3	1	-1	-20	1	6	-7	8	4	-10	10
COC(=O)Cn1c(=O)c2c(nc3n2CCCN3CCc2ccc(OC)c(OC)c2)n(C)c1=O	-1	-1	23	-13	11	-2	-1	15	10	22	-7
Cc1ccc(-c2c(C(=O)N/N=C/c3ccc(OC(C)C)cc3)nnn2-c2nonc2N)cc1	8	0	-11	-39	-40	7	11	-13	-15	-3	12
Cc1cccc(N2CCN(C(=O)COc3cccc4c3OC(C)(C)C4)CC2)c1C	-2	0	0	-11	0	24	3	22	18	23	4
CCOC(=O)c1ccc(-c2ccc(CO)o2)cc1	4	3	-106	-14	-9	-130	1	-212	-3	-245	-56
Cc1cc(NC(=O)CSCCO)no1	-12	-4	-8	-1	-4	-18	13	-7	2	-6	-1
CCn1cc(C(=O)N2CCc3ccccc32)c(=O)c2cc(S(=O)(=O)N3CCOCC3)ccc21	7	0	4	-1	-5	10	-12	11	-9	16	15
O=C(NC(=S)Nc1cc([N+](=O)[O-])ccc1O)c1cccnc1	10	-3	-24	-14	-11	-21	3	-53	4	-35	-22
O=C(CNC(=O)c1cc(Cl)cc([N+](=O)[O-])c1)NC1CC1	16	nt	-10	2	4	-10	-6	-3	-7	-20	8
Cc1cc(C=O)sc1[B-](F)(F)F	-4	nt	-12	10	10	-6	3	8	-9	-9	5
NC(=O)COC(=O)c1cccc2c1-c1ccccc1C2=O	2	-1	-4	5	-8	-16	13	19	-7	19	-11
COc1ccc(C2C3=C(CCCC3=O)N(CC(=O)O)C3=C2C(=O)CCC3)cc1Br	11	nt	20	7	9	-11	-7	-1	-8	9	nt
Cc1cc2nnc(SCc3ccccc3)n2c(N)n1	9	-3	4	-5	2	-32	-1	-44	-7	-32	-18
COc1ccccc1N(CC(O)COc1ccc(C)cc1)S(=O)(=O)c1ccccc1 (stereo not given)	-1	-1	6	9	12	-30	-2	32	0	29	4
Cc1onc(-c2ccccc2Cl)c1C(=O)NNC(=O)c1nn(C)cc1Cl	-2	0	19	-4	13	-25	0	12	-16	13	-17
COc1ccc(S(=O)(=O)N2CCN(CC(=O)N3c4ccccc4CC3C)CC2)cc1OC (stereo not given)	-15	nt	-8	15	5	16	2	19	-15	8	4
CCN(CCCNC(=O)C1CCN(S(=O)(=O)N2CCC3(CC2)OCCO3)CC1)c1ccccc1	-4	2	-5	10	-1	-2	-1	23	12	11	-2
CCN1C(=O)/C(=C/N(C(C)=O)c2ccccc2)N(c2ccccc2)C1=S	-6	0	-5	20	11	-21	-2	86*	16	24	6
Cc1csc(NC(=O)CSc2nc(=O)n(CCCN(C)C)c3c2CCC3)n1	-8	-2	-10	24	-2	-16	-2	6	-10	5	-12
COc1ccc(NC(=O)N2CCN(C(=O)C(Cc3ccc(F)cc3)NC(C)=O)CC2)cc1 (stereo not given)	0	3	-20	-31	-20	-17	-30	-35	-3	-18	-8
CCOc1ccc(NC(=O)C2C(C(=O)O)C3(Cl)C(Cl)=C(Cl)C2(Cl)C3(Cl)Cl)cc1 (stereo not given)	11	3	-17	-3	25	20	30	2	29	-2	8
Cc1ccc2c(CC(=O)NCC3(N4CCOCC4)CCCCC3)coc2c1C	8	3	-9	2	14	-28	12	-5	-2	13	7
Oc1cccc(/C=N/NC(=S)Nc2cccnc2)c1O	0	1	-29	17	3	80	56*	-52	-51	-8	6
CCOc1ccc(NC(=O)C2CC(=O)N(c3ccc4c(c3)OCCO4)C2)cc1OCC (stereo not given)	15	-1	-15	10	2	15	-17	9	-9	-6	-4
O=C(/C=C/c1ccccc1)N1CCN(c2cccc(Cl)n2)CC1	1	-1	-9	7	6	-21	4	-52	-15	-8	-4
CC(=O)N1CCc2cc(S(=O)(=O)CCC(=O)Nc3ccc4c(c3)OCCO4)ccc21	-12	0	-24	5	48	11	-7	4	42	-32	-2
NNC(=O)CNC(=O)CNS(=O)(=O)c1ccccc1	4	2	7	-5	9	7	-4	6	-13	-2	5
O=C(CSc1nnc(CNC(=O)c2c(F)cccc2F)o1)NCc1ccc(F)cc1	7	0	-11	0	2	-4	18	13	14	-7	2
Cc1ccc(S(=O)(=O)N2CCN(Cc3cccc(F)c3)CC2)cc1	13	0	4	-13	-1	15	-9	11	-25	2	4
O=c1[nH]c(CSc2nnc(-c3cccnc3)n2C2CCCCC2)nc2ccccc12	5	-3	-8	0	3	-5	3	1	19	38	-5
CC1=C(C(=O)OC2CCCCC2)C(c2ccc(N(C)C)cc2)NC(=O)N1 (stereo not given)	-8	1	-19	16	-12	0	-15	21	1	14	9
Cc1noc(C)c1C(=O)N1CCN(c2ncccn2)CC1	2	3	15	16	-2	0	-7	16	6	-2	6
COc1ccc(-c2cn3c(C)c(C(=O)N4CCN(c5ccccc5)CC4)sc3n2)cc1	-3	nt	-48	-1	19	6	-12	-5	-4	-12	6
CCOc1ccc(CCNc2nc3ccccc3n3c(C)nnc23)cc1OCC	-9	-1	-18	-13	-11	-7	34	15	-6	6	22
CC(C)CNC(=O)COc1ccccc1[N+](=O)[O-]	-1	-2	-6	4	-1	-22	4	-34	-22	-26	0
COc1ccccc1CN(C)CC(=O)Nc1ccccc1-c1ccccc1	-7	0	8	9	5	29	9	7	13	2	5
COc1cccc(NC(=S)N(CCc2c(C)[nH]c3ccccc23)Cc2ccco2)c1	-22	1	-12	16	13	2	0	-15	-14	0	3
COC(=O)c1cc(Br)c(=O)n(Cc2ccc(C(=O)O)cc2)c1	4	0	3	-2	10	-3	4	11	-1	12	-1

Not all compounds are listed; the hit share may differ from the screen's.
